Compound activity from PubChem.
CHT block = inhibitors of human choline transporter CHT | B-score at 10 µM | AID 488975, 2010 | High affinity choline transporter 1 (Homo sapiens), Q9GZV3 | CHT-expressing cells, membrane potential dye, choline response; stronger effect = lower value | 310,000 compounds, 0.86% hits;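 active = B-score over 3 SD under the library average, and starting fluorescence ratio not unusually high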;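 also: choline stimulus applied at its EC90 after an EC20 pre-addition; B-score computed on integrated fluorescence ratio after choline addition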
Target sequence (Q9GZV3 whole entry, looked up): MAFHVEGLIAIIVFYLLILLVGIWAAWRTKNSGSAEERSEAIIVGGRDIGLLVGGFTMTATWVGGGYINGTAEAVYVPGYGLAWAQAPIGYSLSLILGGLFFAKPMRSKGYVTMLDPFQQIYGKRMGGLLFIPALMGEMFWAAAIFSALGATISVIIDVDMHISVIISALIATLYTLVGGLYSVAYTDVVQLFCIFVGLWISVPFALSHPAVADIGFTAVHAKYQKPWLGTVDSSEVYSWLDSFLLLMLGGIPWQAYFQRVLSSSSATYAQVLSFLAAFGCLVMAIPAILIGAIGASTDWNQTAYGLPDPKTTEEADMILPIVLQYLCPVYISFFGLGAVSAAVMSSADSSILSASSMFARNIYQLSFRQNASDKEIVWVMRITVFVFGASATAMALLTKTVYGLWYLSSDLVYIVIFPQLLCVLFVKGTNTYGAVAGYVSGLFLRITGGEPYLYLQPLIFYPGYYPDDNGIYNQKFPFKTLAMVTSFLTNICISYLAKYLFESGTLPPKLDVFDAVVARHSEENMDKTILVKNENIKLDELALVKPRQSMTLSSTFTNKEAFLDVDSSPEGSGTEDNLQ
CHT PAM = CHT positive allosteric modulators, primary screen, cell-based, membrane potential dye, choline EC20; High affinity choline transporter 1 (Homo sapiens), Q9GZV3; CHT-expressing cells; stronger effect = higher value; LV-AA mutant CHT in HEK293 cells; B-score at 10 µM; 310,000 compounds, 0.49% hits;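 active = initial fluorescence not abnormally high and integrated response B-score, plate-corrected, over 3 SD above library mean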
An asterisk follows results filed as active; i = inactive. Hits appear at their usual frequency; about 1.5% have a hit in one of these screens.

SMILES	CHT block	CHT PAM
CC(C)CCNC(=O)C1CCN(S(=O)(=O)c2ccc(-n3cnnn3)cc2)CC1	i	i
CC(=O)c1cnc(Nc2ccc(C)cc2)s1	i	i
CC(C(=O)Nc1nccs1)N1C(=O)c2ccccc2S1(=O)=O (stereo unspecified)	i	i
Cc1ccc(CNc2ccc(N3C(=O)CC(C)C3=O)cc2[N+](=O)[O-])cc1 (stereo unspecified)	i	i
COCc1c(C(=O)N2CCN(Cc3ccc(C#N)cc3)CC2)oc2ccccc12	i	i
O=C(COc1ccc(Cl)cc1Cl)Nc1ccccc1NS(=O)(=O)c1cccs1	i	i
CCOC(=O)c1cc(-c2ccc(OC)cc2OC)nn1-c1ccc(C(=O)O)cc1	i	i
Cc1noc2ncnc(N3CCN(c4ccc(F)cc4)CC3)c12	i	i
COc1c(Cl)ccc(Cl)c1C(=O)NC(=S)N1CCOCC1	i	i
CC(C)CNc1ncnc2c1cnn2Cc1ccccc1Cl	i	i
CCc1nnc(NC(=O)Cc2ccc(OCc3c(C)noc3C)cc2)s1	i	i
COc1ccc2c(c1OC)C(=O)N1c3cccc(Cl)c3C(=O)OC21 (stereo unspecified)	i	i
Cc1ccccc1C(C(=O)NCc1ccccc1)N(Cc1ccco1)C(=O)c1ccccn1 (stereo unspecified)	i	i
Cc1ccc(N(C)C(=O)CCNC(=O)Cn2cnc3ccccc3c2=O)cc1C	i	i
COC(=O)c1sccc1NC(=S)N1CCCCC1C (stereo unspecified)	i	i
Cc1cc(C)n(CCc2nc(-c3cc4ccccc4o3)cs2)n1	i	i
CCOC(=O)C1CCCCN1Cc1ccc(-c2ccccc2)cc1 (stereo unspecified)	i	i
O=C(COc1ccc(Cl)cc1)OCC(=O)N1CCCCCC1	i	i
CCNC(=S)NNC(=O)C1CCN(Cc2ccccc2)CC1	i	i
Cc1nc2ccc(NC(=O)c3cc(Cl)ccn3)cc2s1	i	i
N#CC(C#N)=C1C=CC=CN1/C(=C\c1ccco1)C(=O)c1ccc(-c2ccccc2)cc1	i	i
Cc1ccc(S(=O)(=O)N2CCC(C(=O)NNC(=O)c3ccncc3)CC2)cc1	i	i
Cc1ccc(CN2CCNC(=O)C2CC(=O)O)o1 (stereo unspecified)	i	i
COC(=O)C1ON2OC(C(=O)OC)C(C(=O)OC)C2C1CC(C)=O (stereo unspecified)	i	i
N/N=C1\CCCc2c1[nH]c1ccc([N+](=O)[O-])cc21	i	i
CC1COc2ccccc2N1C(=O)c1ccc(Cl)cc1 (stereo unspecified)	i	i
COc1ccccc1NC(=O)c1sc2nc(-c3ccco3)ccc2c1N	i	i
CNC(=O)C12CCC(C)(c3nc4cc(C)c(C)cc4nc31)C2(C)C (stereo unspecified)	i	i
CN1c2ccccc2C(C)(C)C12C=Nc1c(ccc3ccccc13)O2 (stereo unspecified)	i	i
COC(C/C=C\C(=O)[C@@H](C)OCc1ccccc1)OC	i	i
Cc1ccc(C2N(c3ccccc3)C(=S)N3CCCN23)cc1 (stereo unspecified)	i	i
COc1ccc(NC(=O)N2c3ccc(OC)cc3C(C)=CC2(C)C)cc1	i	i
CC(NC(=O)C1CCCN1S(=O)(=O)c1cccc2nsnc12)c1ccccc1 (stereo unspecified)	i	i
CN(Cc1ccccc1)C(=O)COC(=O)c1ccccc1Nc1ccccc1	i	i
CCOC(=O)C(NC(=O)CC)(Nc1ccc(S(=O)(=O)Nc2cc(C)on2)cc1)C(F)(F)F (stereo unspecified)	i	i
COc1ccc(C(=O)NCCn2cc(SCC(=O)NCC3CCCO3)c3ccccc32)cc1OC (stereo unspecified)	i	i
CC(C)NCC(=O)C12CC3CC(CC(C3)C1)C2	i	i
CCOC(=O)Cn1c(=O)oc2cc(S(=O)(=O)N3CCN(C(=O)OCC)CC3)ccc21	i	i
Cc1onc(-c2c(F)cccc2Cl)c1C(=O)NCCO	i	i
CCn1c(=O)c2cc(C(=O)NCc3cccs3)sc2c2ccccc21	i	i
COc1ccc(C2c3[nH]c4ccccc4c3CCN2CCCn2cccn2)c(F)c1 (stereo unspecified)	i	i
COc1cc([N+](=O)[O-])cc(/C=N/N(CCC#N)C(C)=O)c1O	i	i
Cc1ccc(N2CC(C(=O)NCCS(=O)(=O)N3CCN(c4ccccc4)CC3)CC2=O)cc1C (stereo unspecified)	i	i
CC(C)c1ccc(N(C(=O)CNC(=O)c2ccco2)C(C(=O)NC2CCCC2)c2ccncc2)cc1 (stereo unspecified)	i	i
C=CCNc1oc(-c2cccc3ccccc23)nc1C#N	i	i
CCCCSc1nc(O)cc(=O)n1CC	i	i
Cc1ccc(C2=NN(CC(=O)O)C(=O)CC2)cc1	i	i
CC(CC12CC3CC(CC(C3)C1)C2)NCc1ccccc1O (stereo unspecified)	i	i
Cc1cccc(CCN2CCC(C(=O)c3ccc(NS(C)(=O)=O)cc3)CC2)n1	i	i
COc1ccccc1N1CCN(C(=O)c2n[nH]c3ccccc23)CC1	i	i
S=C(NCCc1ccccc1)NN=C1CCCCCC1	i	i
O=c1c2[nH]c3ccccc3c2ncn1CCN1CCOCC1	i	i
Cc1cc(C)cc(N(CC(=O)NC2CCCC2)C(=O)CCC(=O)Nc2nccs2)c1	i	i
O=C1c2ccccc2C(=O)N1CC#CCN1CCN(C(c2ccccc2)c2ccccc2)CC1	i	i
N#Cc1ccccc1COC(=O)CCCC1=NS(=O)(=O)c2ccccc2N1	i	i
CC(C)(/C=N/O)N(O)C=C1C=CC(=O)C=C1	i	i
COc1cc2c(cc1OC)C1=C(C#N)CN(C3CCCCC3)CN1CC2	i	i
CC(=O)Nc1cccc(C(=O)Nc2cccc3ncccc23)c1	i	i
Nc1ccccc1C(=O)NCC1(c2ccccc2)CCCC1	i	i
COCCN(C(=O)COC(=O)c1cccs1)c1c(N)n(Cc2ccccc2)c(=O)[nH]c1=O	i	i
More structures follow:
SMILES	CHT block	CHT PAM
COCCN1C=C2C(=O)C(C)(OC(=O)C3CCCC3)C(=O)C(c3ccccc3)=C2C=C1CCCC(=O)OC (stereo unspecified)	i	i
COc1cc(CC(=O)OCC(=O)N2C(C)CCCC2C)cc(OC)c1OC (stereo unspecified)	i	i
CCCOc1ccc(-c2nn(-c3ccccc3)cc2/C=C2\SC(N)=NC2=O)cc1	i	i
O=C(NCCC1=CCCCC1)C(=O)NCc1ccncc1	i	i
C/C(=N\Nc1ncc(Br)cn1)c1cccc([N+](=O)[O-])c1	i	i
S=c1[nH]nc(COc2ccccc2)n1/N=C/c1ccc(Cl)cc1	i	i
Cc1ccc(C)c(NC(=O)CSc2n[nH]c(-c3ccncc3)n2)c1	i	i
O=C(CCN1C(=O)/C(=C/c2ccc(F)cc2)SC1=S)NC1C=CS(=O)(=O)C1 (stereo unspecified)	i	i
CCOc1ccc(NC2c3ccccc3C(=O)N2c2ccc(Cl)cn2)cc1 (stereo unspecified)	i	i
CCOC(=O)N1CCN(C(=O)CN(c2ccc(OCc3ccccc3)cc2)S(C)(=O)=O)CC1	i	i
COc1ccc(C(=O)Nc2ccc(S(=O)(=O)Nc3nccnc3OC)cc2)cc1	i	i
CCOC(=O)c1cccnc1SCc1cc(=O)n2ccccc2n1	i	i
CCC(=O)Nc1ccc(NC(=O)CSc2nnnn2C(C)C)cc1	i	i
CC1CC(C)CN(C(=O)COc2ccc([N+](=O)[O-])cc2Cl)C1 (stereo unspecified)	-6.1*	i
O=C(CN1CCN(S(=O)(=O)c2ccccc2)CC1)NCc1ccccc1	i	i
O=C1CCCCCCCCCC/C(=N\O)CCCO1	i	i
O=[N+]([O-])c1cc(F)c(N2CCOCC2)cc1N1CCCCC1	i	i
CCN(CC)S(=O)(=O)c1ccc2c(c1)N(CC(=O)NCCc1ccc(S(N)(=O)=O)cc1)C(=O)CO2	i	i
COc1ccccc1C1=Nc2cccc3cccc(c23)N1	i	i
CCOC(=O)C1CCN(S(=O)(=O)c2cn(C)cn2)CC1	i	i
COc1ccc(S(=O)(=O)N(C)c2ccc(C(=O)N3CCCC3)cc2)cc1OC	i	i
CN1CC(=O)Nc2ccc(Br)cc2C1=O	i	i
CC(=O)Nc1ccc(OCC(O)CN2CCCCC2C)cc1 (stereo unspecified)	i	i
O=C(CN(CCO)c1ccccc1)Nc1ccc(Cl)c(S(=O)(=O)N2CCOCC2)c1	i	i

6 compounds from above, arranged by formula weight, smallest number first:
SMILES	CHT block	CHT PAM
O=C1CCCCCCCCCC/C(=N\O)CCCO1	i	i
COc1ccccc1C1=Nc2cccc3cccc(c23)N1	i	i
CCC(=O)Nc1ccc(NC(=O)CSc2nnnn2C(C)C)cc1	i	i
O=C(CN1CCN(S(=O)(=O)c2ccccc2)CC1)NCc1ccccc1	i	i
COc1ccc(S(=O)(=O)N(C)c2ccc(C(=O)N3CCCC3)cc2)cc1OC	i	i
O=C(CN(CCO)c1ccccc1)Nc1ccc(Cl)c(S(=O)(=O)N2CCOCC2)c1	i	i

(more compounds)
SMILES	CHT block	CHT PAM
CCCn1c(=O)c(C(=O)NCc2ccncc2)c(O)c2ccccc21	i	i
COc1cccc(CC(=O)Nc2nc(-c3ccc(F)c(F)c3)cs2)c1	i	i
Cc1ccc(F)cc1NC(=O)N1CCNC(=O)C1CC(=O)Nc1cc(Cl)ccc1Cl (stereo unspecified)	i	i
CC(=O)Nc1cc(C)c(S(C)(=O)=O)c(C)c1	i	i
CCn1cnc2cc(NCc3ccc(C)cc3)ccc21	i	i
Cc1ccc(-c2nnn(CC(=O)N(c3ccccc3F)C(C(=O)NC3CCCC3)c3ccco3)n2)o1 (stereo unspecified)	i	i
COc1ccc(Cc2nnc(SCC(=O)NCCc3ccccc3)o2)cc1	i	i
CCOc1ccccc1Oc1c(C)oc2cc(OC(=O)c3ccco3)ccc2c1=O	i	i
Cc1cc(C(=O)NCc2ccccc2Cl)n(-c2ccccc2)n1	i	i
O=c1[nH]cc(S(=O)(=O)Nc2ccc3c(c2)OCO3)c(=O)[nH]1	i	i
CCCn1c(SCC(=O)Nc2nc(C)c(C(=O)OC)s2)nnc1C(C)C	i	i
COc1ccc(C)cc1S(=O)(=O)NCC(c1ccco1)N1CCc2ccccc2C1 (stereo unspecified)	i	i
Cc1cc(Cl)ccc1NC(=S)NCCCN1CCCC1=O	i	i
O=C(Nc1ncccc1O)c1ccc2c(c1)OCCO2	i	i
Cc1n[nH]c(C)c1S(=O)(=O)N1CCC(C(=O)O)CC1	i	i
COC(=O)C1=C(C)NC(C)=C(C(=O)OCC2CCCO2)C1c1ccc(Cl)c([N+](=O)[O-])c1 (stereo unspecified)	i	i
Cc1ccc(C)c(NC(=O)CCC(=O)N2CCOc3ccccc32)c1	i	i
CCCCNc1nc2ccccc2nc1NS(=O)(=O)c1ccc(F)cc1	i	i
S=C(c1nc2ccccc2[nH]1)N1CCOCC1	i	i
COC(=O)c1cn(NC(=O)C2CCCCC2)c(=O)c2ccccc12	i	i
CC(=O)N1CCC(=NNc2ccc(S(N)(=O)=O)cc2[N+](=O)[O-])CC1	i	i
COC(=O)C1C(=O)c2c([nH]c(C(=O)OCCOC(C)C)c2C)CC1C (stereo unspecified)	i	i
NC(=O)c1cc(C(=O)c2ccc(Cl)cc2Cl)c[nH]1	i	i
Cc1ccc(NC(=O)CN2c3cccc4cccc(c34)S2(=O)=O)cc1S(=O)(=O)N1CCOCC1	i	i

Rewritten with values under each structure: part of the list above
Sequence of screens – CHT block	CHT PAM
> CC1CC(C)CN(C(=O)COc2ccc([N+](=O)[O-])cc2Cl)C1 (stereo unspecified)
 : -6.1*	i
> O=C(CN1CCN(S(=O)(=O)c2ccccc2)CC1)NCc1ccccc1
 : i	i
> O=C1CCCCCCCCCC/C(=N\O)CCCO1
 : i	i
> O=[N+]([O-])c1cc(F)c(N2CCOCC2)cc1N1CCCCC1
 : i	i
> CCN(CC)S(=O)(=O)c1ccc2c(c1)N(CC(=O)NCCc1ccc(S(N)(=O)=O)cc1)C(=O)CO2
 : i	i
> COc1ccccc1C1=Nc2cccc3cccc(c23)N1
 : i	i
> CCOC(=O)C1CCN(S(=O)(=O)c2cn(C)cn2)CC1
 : i	i

The results go on.
SMILES	CHT block	CHT PAM
O=C(CN1CCCCCC1)OCCN=C1NS(=O)(=O)c2ccccc21	i	i
Cn1c(=O)oc2cc(S(=O)(=O)Nc3ccccc3)ccc21	i	i
CC(=O)c1sc(NS(=O)(=O)c2ccc(C)cc2)nc1C	i	i
OCC(O)CNC(=S)NC1CCCCC1 (stereo unspecified)	i	i
CCC(C)C(=O)Nc1nnc(-c2cccs2)s1 (stereo unspecified)	i	i
CC1CN(c2cnn(C(C)C)c(=O)c2Cl)CC(C)O1 (stereo unspecified)	i	i
O=C(Nc1ccc(C(=O)N2CCC(N3CCOCC3)CC2)cc1)c1ccc(Br)o1	i	i
Cc1ccc2c(c1)C1(SCCS1)C(=O)N2	i	i
O=C(O)CCCCCNS(=O)(=O)c1ccc2c3c(cccc13)C(=O)N2	i	i
CCCCc1nc(N2CCOCC2)c(C#N)c2c1CCCC2	i	i
O=C(Cc1cccs1)Nc1nnc(SCC(=O)NC2CCCCC2)s1	i	i
CN(C)/C=C1\N=C(c2ccc3c(c2)OCO3)OC1=O	i	i

Reformatted with each value named: entries from further up
> Cc1ccc2c(c1)C1(SCCS1)C(=O)N2
  CHT block: i
  CHT PAM: i
> O=C(O)CCCCCNS(=O)(=O)c1ccc2c3c(cccc13)C(=O)N2
  CHT block: i
  CHT PAM: i
> CCCCc1nc(N2CCOCC2)c(C#N)c2c1CCCC2
  CHT block: i
  CHT PAM: i

More results:
SMILES	CHT block	CHT PAM
Cc1cc(C)c(NC(=O)C(C)OC(=O)c2cc(Br)c(Br)s2)c(C)c1 (stereo unspecified)	i	i
O=C(/C=C/c1ccccc1)c1ccc2c(c1)OCCCCO2	i	i
O=c1c2ccccc2nnn1Cc1ccc(F)cc1	i	i
CCC(C(=O)N1CC2(C)CC1CC(C)(C)C2)N1C(=O)c2ccccc2C1=O (stereo unspecified)	i	i
Nc1c(C(=O)N2CCOCC2)sc2nc3c(cc12)CCC3	i	i
O=[N+]([O-])CC(=Nc1ccc(F)cc1)N/N=C\c1oc(O)c2ccccc12	i	i
